# CIT2 TOR yeast = modulators of CIT2-GFP expression in yeast, primary screen, S. cerevisiae, GFP fusion, multiplex flow cytometry, MLPCN library; GFP response vs DMSO, % at 10 µM; S. cerevisiae CIT2-GFP strain, 3 h; 100 means same as DMSO wells; AID 2029, 2009; 0.065% of 320,000 active;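 active = GFP response relative to DMSO above a set limit, near the screen mean plus 3 SD, cut at about 150% in these data; inconclusive = Fewer than 70 cells measured for a yeast strain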;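 also: ratio of well median GFP fluorescence to mean of DMSO wells on the plate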
# MEX-5 binding = MEX-5 zinc finger RNA-binding disruptors – biochemical, C. elegans, fluorescence polarization, MLPCN library, primary screen; 0.38% of 300,000 active; MEX-5/FITC-TCR2 RNA binding; stronger effect = lower value; activity score (negative = inhibition of binding), % at 10 µM; AID 1832, 2009; Zinc finger protein mex-5 (Caenorhabditis elegans), Q9XUB2;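 active = inhibition past about -25% in most replicates, and total fluorescence under double the plate's negative control median, limit read from the data; inconclusive = replicates evenly split on the limit, or fluorescence at least double controls; inactive = too little inhibition in most replicates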;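 also: 0% = DMSO and -100% = 5 µM competing unlabeled TCR2 RNA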
# Target sequence (Q9XUB2 whole entry, looked up): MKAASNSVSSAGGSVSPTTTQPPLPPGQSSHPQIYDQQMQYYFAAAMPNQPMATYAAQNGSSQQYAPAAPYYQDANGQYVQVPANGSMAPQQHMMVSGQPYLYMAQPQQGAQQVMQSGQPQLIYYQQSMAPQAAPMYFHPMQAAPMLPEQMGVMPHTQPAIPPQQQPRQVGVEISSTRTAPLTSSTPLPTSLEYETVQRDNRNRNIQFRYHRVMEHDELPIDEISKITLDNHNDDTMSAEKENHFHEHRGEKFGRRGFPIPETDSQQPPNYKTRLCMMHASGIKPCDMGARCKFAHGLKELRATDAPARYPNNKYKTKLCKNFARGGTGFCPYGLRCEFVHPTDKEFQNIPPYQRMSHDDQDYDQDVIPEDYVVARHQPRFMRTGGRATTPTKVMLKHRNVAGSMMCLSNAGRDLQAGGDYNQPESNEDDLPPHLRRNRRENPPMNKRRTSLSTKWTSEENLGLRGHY
# GLD-1 TGE inh = GLD-1/TGE RNA complex disruptors, primary screen, biochemical, fluorescence polarization. purified GLD-1 + fluorescein TGE RNA. inhibition, % at 5.96 µM. 0.44% of 320,000 active. AID 2280, 2010;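 active = percent inhibition above a per-plate cutoff, the plate mean of test compounds plus 3 SD, cut at about 30% in these data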;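 also: 0% = DMSO wells with GLD-1 and probe and 100% = wells lacking GLD-1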
# Target sequence (Q17339 whole entry, looked up): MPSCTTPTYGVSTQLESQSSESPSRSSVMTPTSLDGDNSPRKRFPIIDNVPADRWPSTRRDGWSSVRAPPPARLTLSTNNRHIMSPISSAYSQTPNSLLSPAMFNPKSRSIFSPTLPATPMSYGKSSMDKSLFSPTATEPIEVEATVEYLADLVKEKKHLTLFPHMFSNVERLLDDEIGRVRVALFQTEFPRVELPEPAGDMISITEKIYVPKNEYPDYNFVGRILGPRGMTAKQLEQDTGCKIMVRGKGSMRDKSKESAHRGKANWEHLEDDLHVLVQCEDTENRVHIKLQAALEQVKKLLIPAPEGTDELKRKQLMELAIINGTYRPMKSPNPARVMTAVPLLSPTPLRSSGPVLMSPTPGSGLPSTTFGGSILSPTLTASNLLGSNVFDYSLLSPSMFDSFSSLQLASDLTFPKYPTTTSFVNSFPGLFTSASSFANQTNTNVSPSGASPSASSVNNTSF
# CR mimetic SO = reduction of superoxide in aged yeast, primary screen, HTS; S. cerevisiae aged cells, superoxide DHE fluorescence; stronger effect = lower value; superoxide response (% of plate mean), % at 10 µM; 0.18% of 330,000 active;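 active = superoxide response under a set limit, about three screen SD below normal, cut at about 65% in these data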;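 also: yeast aged for seven days with compound at 30 °C before DHE staining; 100% = average MFI of all compound-treated wells on the plate with controls excluded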
# AGP1 TOR yeast = modulators of AGP1-GFP expression in yeast TOR pathway, primary screen, cell-based, multiplex flow cytometry, S. cerevisiae, MLPCN library. 3 h; GFP as percent of DMSO wells. GFP response vs DMSO, % at 10 µM. 0.02% of 320,000 active. AID 2066, 2009;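 active = GFP response relative to DMSO above a set limit, near screen average plus 3 SD, cut at about 150% in these data; inconclusive = fewer than 70 cells counted for the yeast strain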;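 also: median GFP channel fluorescence of the gated AGP1 strain per well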
# VLA-4 inh = inhibition in human VLA-4 binding assay, primary screen, VLA-4 allosteric modulator project, MLPCN library, flow cytometry, VLA-4 expressing cells; ligand binding flow cytometry; inhibition, % (about 7 µM as worked out from the volumes in the protocol); 0.2% of 330,000 active; in the data active = inhibition above about 50%
# Bcl-xL primary = inhibitors of human Bcl-xL, primary screen, biochemical, fluorescence polarization, HTS; Bcl-2-like protein 1 (Homo sapiens), Q07817; GST-Bcl-xL / FITC-Bim BH3 peptide fluorescence polarization; inhibition, % at 10.9 µM; 0.7% of 320,000 active; AID 2129, 2009;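 active = inhibition above the mean of all tested compounds plus 3 SD, cutoff set per campaign, cut at about 30% in these data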;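 also: 0% = DMSO wells and 100% = unlabeled Bim-BH3 peptide competitor; inhibitors lower millipolarization by displacing the labeled peptide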
# GRK2 aptamer HTS = compounds blocking aptamer binding on GRK2 – biochemical, human GRK2, bead flow cytometry, HTS, primary screen | inhibition of aptamer binding, % at 10 µM | AID 488847, 2010 | Beta-adrenergic receptor kinase 1 (Homo sapiens), P25098 | FAM-aptamer displacement from GRK2 | 0.59% of 330,000 active;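 active = inhibition of aptamer binding above 40%, roughly 3 SD of noise, on plates passing a quality check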;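 also: median bead fluorescence of bound FAM aptamer so fluorescent compounds give negative values; no value below 0 was filed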
# MCL1-BIM inh = inhibitors of MCL1 binding to BIM-BH3, primary screen, biochemical, fluorescence polarization. Induced myeloid leukemia cell differentiation protein Mcl-1 (Homo sapiens), Q07820. GST-MCL1 / FITC-Bim-BH3 fluorescence polarization. inhibition, % at 10.9 µM. 0.68% of 320,000 active;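 active = inhibition above the mean inhibition of all tested compounds plus 3 SD, set per campaign, cut at about 40% in these data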;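 also: 0% = DMSO wells and 100% = unlabeled Bim-BH3 peptide control; higher means more loss of mP so more displacement of Bim peptide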
# * = called active by the depositor; ? = inconclusive; / = not tested or not shown; [ ] = another dose, or the depositor's remark.
SMILES,CIT2 TOR yeast,MEX-5 binding,GLD-1 TGE inh,CR mimetic SO,AGP1 TOR yeast,VLA-4 inh,Bcl-xL primary,GRK2 aptamer HTS,MCL1-BIM inh
CC1(C)C(=O)Nc2ccccc2N1C(=O)Cn1ncc(Cl)c(Cl)c1=O,100,-1.6,0,102,110,32,-2,3,3
CSc1n[nH]c(NC(C)=O)n1,87,1.3,-1,113,86,2,0,0,7
O=[N+]([O-])c1cc(S(=O)(=O)NCCN2CCOCC2)ccc1Sc1nnnn1-c1ccccc1,88,0.5,3,114,92,-18,-1,0,1
Cc1ccc(S(=O)(=O)c2n[nH]n3c2nc(=O)c2ccccc23)cc1,100,-1.5,2,102,102,4,8,4,5
Cc1[nH]nc2c1C1(CCC(c3ccccc3)CC1)C(C#N)=C(N)O2 (centres undefined),95,-1.2,0,112,102,2,3,4,-2
O=C(O)c1ccc2c(c1)C(=O)N(Cc1ccccc1)C2=O,97,0.9,5,112,103,13,1,0,-3
C=CCNC(=O)c1ccccc1NC(=O)c1ccccc1,99,0.0,-1,105,100,18,-1,0,5
COc1ccccc1OCCNC(=O)c1cccc(S(=O)(=O)NCc2ccccc2)c1,95,/,1,82,103,0,5,0,-1
CCCN1CCN(C(=O)Nc2ccc(C(=O)OCC)cc2)CC1,93,-0.8,-1,100,111,8,4,2,1
CS(=O)(=O)Cc1cc(Sc2ccccc2)nc(-c2ccncc2)n1,101,0.1,2,93,105,-3,6,1,1
Cc1nnc(NC(=O)CSc2ccc3nnc(-c4cccnc4)n3n2)s1,101,0.2,4,109,101,54*,9,2,9
COc1cc2c(cc1NC(=O)C(C)NCc1ccccc1)oc1ccccc12 (centres undefined),85,/,2,92,89,-20,1,0,1
CC(C)(CO)CNC(=O)CCc1nnc(C2(c3ccc(Cl)cc3)CCC2)o1,104,0.9,-1,94,97,4,0,0,-1
O=C(CSc1ccccc1)N1CCN(S(=O)(=O)c2cccs2)CC1,100,-1.9,-1,96,104,6,-2,0,-5
Cn1c(Cc2ccccc2)nnc1SCc1cc(=O)n2ccsc2n1,116,-0.8,7,100,102,0,4,8,3
Cc1ccc(S(=O)(=O)N2CCN(C(=O)C3=COCCO3)CC2)cc1C,92,0.0,-2,104,99,28,-4,0,-17
CCn1cc(S(=O)(=O)N2CCN(c3ccc(Cl)cc3)CC2)cn1,102,1.7,0,100,99,-10,-3,1,1
Cc1cc(=O)[nH]c(SCC(=O)NCC2CCCCC2)c1C#N,97,-1.7,5,88,99,3,6,0,6
Cc1nc2cc(NC(=O)N3c4ccccc4CC3C)ccc2o1 (centres undefined),98,2.9,9,115,95,23,9,1,6
Cc1ccc(OCc2cc(C(=O)NCC3COCCO3)no2)cc1C (centres undefined),95,-7.9,-5,92,103,9,3,4,5
COc1cccc(NC(=O)COC(=O)c2cccnc2)c1,95,0.2,7,95,98,17,7,0,6
COC(=O)N[C@H](CC(C)=O)c1ccccc1,/,2.7,-10,/,/,/,5,/,3
CCOC(=O)C1CCCN(C(=O)c2cc(S(=O)(=O)N3CCCCCC3)ccc2OC)C1 (centres undefined),85,/,6,109,90,-22,5,0,8
COn1c(SC2CCCCC2)nc2ccccc2c1=O,94,3.1,6,79,102,4,4,0,-1
COCCn1c(SCC(=O)NCc2ccccc2)nc2ccccc21,112,-0.5,5,94,108,-10,3,3,5
# Going on with the list.
SMILES,CIT2 TOR yeast,MEX-5 binding,GLD-1 TGE inh,CR mimetic SO,AGP1 TOR yeast,VLA-4 inh,Bcl-xL primary,GRK2 aptamer HTS,MCL1-BIM inh
CCOc1ccc(CCNC(=O)COC(=O)/C=C/c2ccc(OC(F)F)c(OC)c2)cc1OCC,109,-1.3,5,85,111,31,-5,0,-13
COc1cccc(OCC(=O)N(C)Cc2nc(-c3ccccc3)no2)c1,97,6.2,2,105,90,10,-1,1,-1
O=C(C1=C(O)C(=O)N(c2ccccc2)C1c1ccc([N+](=O)[O-])cc1)c1cccs1 (centres undefined),110,-1.1,-4,89,104,15,-3,10,4
CN1CCN(C(=O)Nc2cccc(-c3ccccc3)c2)CC1,102,-0.2,-3,98,102,9,7,0,4
CCOC(=O)CSc1nc2cc(OCC)ccc2cc1C#N,109,-8.9,-1,91,100,-2,5,8,1
COc1cc(-n2nnnc2SC)c(OC)cc1Cl,107,-1.8,-4,96,116,6,0,3,0
CC(Cc1ccccc1)N1C(=O)c2cccc([N+](=O)[O-])c2C1=O (centres undefined),88,-2.5,180*,78,90,9,146*,1,169*
CC(NC(=O)Cn1nc(C(=O)O)c2ccccc2c1=O)C12CC3CC(CC(C3)C1)C2 (centres undefined),102,-0.1,5,111,105,15,3,0,1
Cc1nc(Nc2c(Cl)cccc2Cl)sc1C(=O)Nc1ccccc1,97,1.4,4,94,101,4,3,4,7
CCN(CC)CCNC(=O)c1ccc(NC(=O)c2cccc(S(=O)(=O)Nc3ccc(C)cc3)c2)cc1,99,3.6,2,113,97,-2,6,0,-6
CCCc1nnc(SCC(=O)Nc2ccc(Cl)cc2Cl)o1,95,1.7,6,97,87,10,7,4,10
O=C(CSc1nnc(-c2ccc(S(=O)(=O)N3CCCC3)cc2)o1)NCc1ccccc1,?,0.4,4,114,19[may fluoresce violet],3,5,0,3
CC(C)N=C1SCC(C)(/C=N/O)S1 (centres undefined),105,0.5,1,103,101,6,2,0,6
CC(C)Cn1cnc2c(=O)oc3ccccc3c21,90,1.9,9,96,94,20,1,4,4
CCN(CC)c1ccc(NC(=O)c2cc3ccccc3o2)c(C)c1,122,0.3,6,91,110,-7,0,0,5
CCc1ccc(-c2nc(SCC(=O)N3CCOCC3)n[nH]2)cc1,95,-1.5,0,134,103,-6,-1,3,1
CC/C(=N\NC(=O)c1c(C)nc2ccccn12)c1ccc(Cl)cc1,114,-0.4,-2,112,104,3,3,2,6
C=CCCC(=O)Nc1ccc(Br)cn1,94,-1.5,2,100,105,16,1,0,-1
Cc1occc1C(=O)N1CCCC(N2CCN(c3ccccc3F)CC2)C1 (centres undefined),98,-1.7,5,95,79,-5,3,4,4
Cc1ccc(NC(=O)C2CC(O)CN2C(=O)Oc2ccccc2)c(C)c1 (centres undefined),115,1.4,-1,94,109,9,8,0,-2
Cc1ccc(-c2nc3ncccn3c2Nc2ccc3c(c2)OCCO3)cc1,93,-1.0,-12,100,92,8,-1,0,0
CN(C)C(CNC(=O)c1ccc(S(=O)(=O)NCc2ccco2)cc1)c1ccccc1 (centres undefined),97,0.4,-8,72,96,6,0,0,-5
O=[N+]([O-])c1cc(C(F)(F)F)ccc1NCCc1ccccn1,79,-1.0,1,103,76,0,4,2,13
Cc1cccc(N2CCN(C(=O)COCc3cc(-c4ccc5c(c4)OCO5)on3)CC2)c1C,98,2.7,2,111,101,11,5,2,1
Cn1c(SCCCC(=O)c2ccc(Br)cc2)nnc1-c1ccncc1,108,-2.8,3,116,106,8,0,0,-1
# Further records.
SMILES,CIT2 TOR yeast,MEX-5 binding,GLD-1 TGE inh,CR mimetic SO,AGP1 TOR yeast,VLA-4 inh,Bcl-xL primary,GRK2 aptamer HTS,MCL1-BIM inh
O=C(COc1ncnc2ccccc12)NCCC1=CCCCC1,97,-1.7,0,104,102,7,4,2,-1
CCOC(=O)c1ccc(NC(=O)c2cc(C)nn2-c2ccccc2)cc1,101,-0.8,-5,92,95,-2,3,0,2
CCn1c(=S)[nH]c2sc3c(c2c1=O)CCCC3,105,0.1,9,111,96,9,9,0,1
COc1ccc(C2=NO[C@@H]3C(=O)N(c4ccc5c(c4)OCCO5)C(=O)[C@H]23)cc1OC,101,0.1,2,95,108,10,6,0,3
O=C(NC1CCN(Cc2ccc(Cl)c(Cl)c2)CC1)c1ccccc1,104,-0.5,1,92,97,0,3,0,5
COc1ccc(NC(=O)N(C)C[C@H]2Oc3ccc(NC(=O)CCC(F)(F)F)cc3C(=O)N([C@H](C)CO)C[C@@H]2C)cc1,/,/,2,131,/,2,/,73*,/
Cc1ccc(S(=O)(=O)N2CCOCC2)cc1C(=O)OCC(=O)c1c(N)n(C)c(=O)n(C)c1=O,89,/,2,107,87,-24,/,9,/
CC(NC(=O)/C(C#N)=C1\N=C(NC(=O)c2ccco2)c2ccccc21)c1ccccc1 (centres undefined),96,-18,-24,97,103,-133,-33,/,-64
CCCOc1ccc(N2CC(C(=O)Nc3ccc4c(c3)OCO4)CC2=O)cc1 (centres undefined),100,-1.5,8,101,104,8,-8,2,-10
C=CCn1c(CCn2c3ccccc3c3ccccc32)n[nH]c1=S,92,0.4,-5,106,84,1,-4,1,-1
CC(=O)c1ccc(S(=O)(=O)Nc2ccc(Cl)c(S(=O)(=O)N3CCCC3)c2)cc1,80,/,0,98,86,11,/,0,/
Cc1nc(P(=O)(c2ccccc2)c2ccccc2)c(N2CCOCC2)o1,102,-2.0,-7,100,101,2,8,2,11
O=C(Cc1ccc(NC2=NC3CS(=O)(=O)CC3S2)cc1)Nc1ccc(F)cc1 (centres undefined),107,-1.1,4,88,112,34,-1,2,7
CN(C)/C=C1\C(=O)Oc2ccccc2C1=O,94,/,5,96,105,-1,1,7,2
CN1C(=O)CC(N2CCN(C(=O)CN3CCCC3)CC2)C1=O (centres undefined),98,-2.3,5,95,96,-7,9,1,4
Cc1ccc(NC(=O)COC(=O)c2cc(C)nc3ccccc23)c([N+](=O)[O-])c1,103,-1.5,6,104,104,4,3,0,5
COc1cc2c(cc1OC)CN(CC(=O)Nc1cccc([N+](=O)[O-])c1)CC2,91,-1.6,-3,95,89,-5,8,2,-3
CC1(C(=O)N/N=C/c2c(F)c(F)c(F)c(F)c2F)CC1(Cl)Cl (centres undefined),87,0.7,5,107,104,2,0,0,4
Nc1nonc1-n1nnc(C(=O)N/N=C\c2cccc(Cl)c2)c1CN1CCOCC1,106,-2.6,-5,93,98,3,2,2,-1
COc1ccc(-c2nc(CSCC(=O)NCc3ccco3)c(C)o2)cc1,106,-0.4,-1,95,104,6,1,2,-3
Cc1cccc(NC(=O)c2nc[nH]c2C(=O)N[C@@H](Cc2ccccc2)C(=O)OC(C)(C)C)c1,103,-1.9,14,103,91,23,3,2,-2
CCOCCCNC(=O)C(c1ccc(OC)cc1)N(Cc1ccc2c(c1)OCO2)C(=O)c1ccccc1O (centres undefined),100,0.1,-6,110,101,2,5,0,6
CCNC(=S)N1CCNC(=O)C1CC(=O)OC (centres undefined),94,1.1,2,112,98,-1,-7,0,-7
Cc1occc1C(=O)NNC(=O)Nc1ccc(Cl)c(Cl)c1,107,1.7,-4,101,105,7,1,3,2
COc1cccc(-n2c(SC)nnc2-c2c[nH]c3ccccc23)c1,104,2.0,0,93,108,1,1,3,6
COc1ccc(CCN(C)C(=O)c2cncc(Br)c2)cc1OC,100,-0.9,10,95,103,11,1,0,-1
COc1cccc(-c2noc(-c3ccc(Br)o3)n2)c1,109,/,3,106,102,1,0,0,3

# Screening data from PubChem BioAssay.
